# Screening results (PubChem)
# Tn6 DDE FP = inhibitors of Tn6 peptide binding to human fibrin DD(E). P02675. Fibrin DD(E) TRITC-Tn6 fluorescence polarization displacement. inhibition, % at 8.3 µM. actives 0.21% (n = 370,000). AID 720509;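 active = inhibition above a per-campaign cutoff: mean of compounds within control limits plus 3 SD, cut at about 15% in these data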;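 note: 0% = median of all compound wells on the plate and 100% = blocking peptide control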
# Target sequence (P02675 whole entry, looked up): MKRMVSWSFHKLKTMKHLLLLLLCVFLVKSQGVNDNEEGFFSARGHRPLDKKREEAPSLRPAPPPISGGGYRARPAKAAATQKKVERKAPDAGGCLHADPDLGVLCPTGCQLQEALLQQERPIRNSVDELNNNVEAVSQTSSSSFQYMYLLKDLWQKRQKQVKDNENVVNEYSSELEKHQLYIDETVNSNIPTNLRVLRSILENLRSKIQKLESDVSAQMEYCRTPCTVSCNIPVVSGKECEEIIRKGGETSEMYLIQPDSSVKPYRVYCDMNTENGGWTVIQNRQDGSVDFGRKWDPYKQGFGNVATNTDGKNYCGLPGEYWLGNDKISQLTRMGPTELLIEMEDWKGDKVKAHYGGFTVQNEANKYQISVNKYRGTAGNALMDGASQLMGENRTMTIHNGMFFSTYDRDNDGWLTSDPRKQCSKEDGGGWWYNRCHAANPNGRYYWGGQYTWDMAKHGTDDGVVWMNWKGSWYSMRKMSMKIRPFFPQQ
# TDP2 absorb = blocks human TDP2 phosphodiesterase activity. O95551. recombinant TDP2, T5PNP hydrolysis, p-nitrophenol absorbance 415 nm. inhibition, % at 12.8 µM. actives 0.34% (n = 370,000);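 active = inhibition above the mean of all tested compounds plus 3 SD, set per campaign, cut at about 25% in these data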;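 note: 0% = DMSO with enzyme and 100% = buffer with substrate but no TDP2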
# Target sequence (O95551 whole entry, looked up): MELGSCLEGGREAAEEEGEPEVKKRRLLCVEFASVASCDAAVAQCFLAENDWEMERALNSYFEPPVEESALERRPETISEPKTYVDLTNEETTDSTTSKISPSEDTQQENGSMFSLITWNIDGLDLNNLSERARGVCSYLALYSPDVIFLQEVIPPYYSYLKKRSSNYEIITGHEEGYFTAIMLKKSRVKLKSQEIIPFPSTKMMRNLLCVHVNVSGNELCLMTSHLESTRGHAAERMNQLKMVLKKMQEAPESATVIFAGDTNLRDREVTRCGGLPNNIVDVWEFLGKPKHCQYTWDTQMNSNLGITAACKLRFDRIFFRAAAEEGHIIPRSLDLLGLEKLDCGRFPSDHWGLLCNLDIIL
#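 System: recombinant human TDP2 / Amount: 120 nM TDP2 per well / Also added: 5 mM T5PNP chromogenic substrate / Doses: 12.8 µM single point, 1% DMSO / Incubation: 2 h at 37 °C / Detection: p-Nitrophenol epi absorbance / Evaluation: % inhibition relative to enzyme-containing and enzyme-free wells / Repeats: singlicate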
# PLC-gamma1 inh = blocks human PLC-gamma1 enzyme activity | actives 0.84% (n = 370,000) | AID 720700 | purified PLC-gamma1, fluorogenic substrate, fluorescence | P19174 | inhibition, % at 12.2 µM; in the data active = inhibition above about 9.5%
# SIAE inh = human SIAE inhibition, primary screen; SIAE FP-Rh probe binding, fluorescence polarization; inhibition, % at 9.66 µM; Q9HAT2; actives 0.69% (n = 370,000); AID 1053197;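 active = inhibition above a cutoff: mean of compounds within the control limits plus 3 SD of those, cut at about 17% in these data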;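 note: 0% = plate median of compound wells and 100% = probe without SIAE protein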
# ASAP1 inh = inhibitors of human ASAP1 ArfGAP activity | ASAP1-stimulated ARF1 GTP hydrolysis, GDP FP detection | inhibition, % at 16.5 µM | actives 0.19% (n = 360,000) | AID 624377; in the data active = inhibition above about 25%;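 note: 0% = vehicle with enzyme and substrate and 100% = no enzyme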
# DDE Tn7 FP inh = disrupts Tn7 cyclic peptide binding to fibrin D-Dimer-E complex; actives 0.13% (n = 370,000); inhibition, % at 8.3 µM; FP displacement of FITC-Tn7 peptide from fibrin DD(E); 0% = median of compound wells per plate;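 active = inhibition above the mean of compounds falling within the control limits plus 3 SD of them, cut at about 14% in these data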;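 note: 0% = plate median of compound wells and 100% = 10 µM Aha-Tn7 peptide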
#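 assay system = human clot-derived fibrin DD(E) complex | quantity = Fibrin-DD(E) at 2 µM final | timing = 10 min preincubation, 3 h with tracer, room temperature | signal = fluorescence polarization | measure = percent inhibition | benchmarks = high control wells with 10 µM unlabelled Aha-Tn7 peptide (full inhibition) | replicates = singlicate testing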
# ADAM10 inh = inhibits human ADAM10; inhibition, % at 7 µM; recombinant ADAM10, EDANS/DABCYL FRET peptide cleavage, 3 h; O14672; actives 0.62% (n = 370,000);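 active = inhibition above a per-campaign cutoff equal to the mean of compounds falling between control-based bounds plus 3 SD, cut at about 20% in these data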;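 note: 0% = DMSO wells while the 100% control is not disclosed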
# PLC-beta3 inh = blocks human PLC-beta3 enzyme activity. actives 0.18% (n = 370,000). Purified PLC-beta3, fluorogenic substrate, fluorescence. inhibition, % at 12.2 µM. AID 720704. Q01970; in the data active = inhibition above about 11%;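 note: 0% = median of compound wells on plate and 100% = full blocker control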
# ADAM17 inh = ADAM17 inhibition, QFRET primary screen. inhibition, % at 6.95 µM. recombinant ADAM17, EDANS/DABCYL FRET peptide cleavage. actives 0.83% (n = 370,000). AID 720648. P78536;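 active = inhibition above the mean of compounds lying between control limits plus 3 SD, set per campaign, cut at about 8.5% in these data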;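 note: 0% = DMSO-only wells as the low control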
# ARFGAP1 inhibitor = rat ARFGAP1 inhibition | Q62848 | Arfgap1-stimulated ARF1 GTP hydrolysis, GDP FP detection | inhibition, % at 16.5 µM | actives 0.26% (n = 360,000);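 active = inhibition above a per-plate limit, mean inhibition of low control wells plus 3 SD, cut at about 25% in these data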;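 note: 0% = DMSO wells with enzyme and 100% = wells lacking Arfgap1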
# Target sequence (Q62848 1-136 limits assumed): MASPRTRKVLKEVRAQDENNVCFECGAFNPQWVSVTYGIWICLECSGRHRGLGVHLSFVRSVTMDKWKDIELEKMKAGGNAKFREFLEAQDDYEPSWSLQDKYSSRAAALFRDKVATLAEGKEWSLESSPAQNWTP
#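 Material: rat Arfgap1 catalytic domain, aa 1-136; also added: human ARF1(Δ1-17)-GTP substrate; compound dosing: one concentration, 16.5 µM, DMSO 1.26%; incubation: GTP hydrolysis reaction 2 h at 25 °C; measured by: Tracer-displacement fluorescence polarization with EDTA stop, 620/688 nm; evaluation: % inhibition from polarization; repeats: one replicate per compound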
# The depositor's hits bear a star; i = inactive; / = no result given.
Tn6 DDE FP,TDP2 absorb,PLC-gamma1 inh,SIAE inh,ASAP1 inh,DDE Tn7 FP inh,ADAM10 inh,PLC-beta3 inh,ADAM17 inh,ARFGAP1 inhibitor,Molecule
6,-3,1,-3,-2,3,12,2,-2,-1,CC1=CS/C(=C(/C#N)C(=O)N2CCCCC2)N1c1ccccc1
5,5,2,2,8,-7,-7,3,-2,18,COCOc1ccc(C=O)c(O)c1
-2,-1,-1,3,1,2,-7,-3,-9,-8,CCOC(=O)c1cnn(CCOC(=O)C2CC2)c1NC(=O)C1CC1
-2,8,0,0,11,7,-9,-1,-6,13,C=CCNS(=O)(=O)NC(=O)C1=C(N2CCCC2)COC1=O
5,7,-78,3,-2,-9,-82,-81,-34,2,COc1ccccc1-c1c(NC(=O)C(C)C)n(C)c2ccccc2c1=O
-4,-1,-45,-20,4,-3,-15,-68,-1,11,O=C(c1ccccc1)c1ccc2nc(N3CCN(C(=O)c4ccco4)CC3)c3nncn3c2c1
1,6,3,6,-1,2,2,3,-2,-4,NC(=O)CSc1nnc(COc2ccccc2)n1C1CCCCC1
-6,3,0,-2,2,6,2,-4,-3,-1,COc1ccc(Cc2noc(CN(C)Cc3cccc(-n4cccn4)c3)n2)cc1OC
-1,2,2,3,-6,-3,-6,2,4,3,CCOc1ccc(CNS(=O)(=O)c2c(C)nc3sccn3c2=O)cc1OC
-1,-3,i,3,5,8,-411,i,-180,4,COc1ccc(-c2ccc3[nH]c4c(c3c2)CCN2C(=O)[C@@H]([C@H](C)O)[C@@H](N(C)C(=O)Nc3ccc(F)cc3)C[C@@H]42)cc1
-8,-8,1,3,4,-3,-7,-5,6,12,O=C(NCc1ccc(Cl)cc1)C(=O)NCC1OCCCN1S(=O)(=O)c1cccs1 (stereo not drawn)
6,-8,-6,4,-3,1,1,-6,1,6,Cc1ccc(CN2C(=O)C(CC(C)C)Nc3ncnc(N4CCN(c5ccccn5)CC4)c32)cc1 (stereo not drawn)
-4,-5,-292,3,1,1,-420,-340,-129,0,O=C(c1cccc(Br)c1)N1CCN(c2ccc(N3CCOCC3)nn2)CC1
0,0,-2,7,-4,-9,-11,-5,-3,9,O=C(O)C1CC=CCC1C(=O)N1CC=C(c2ccccc2)CC1 (stereo not drawn)
-7,12,-2,4,-3,9,5,-12,-1,0,Cc1cc(N2C(=O)C(O)=C(C(=O)c3ccco3)C2c2ccc([N+](=O)[O-])cc2)no1 (stereo not drawn)
4,-6,-36,-18,-1,-1,-7,-58,-5,3,CC(=O)Nc1ccc(-c2ccnc(-c3ccc(NC(C)=O)cc3)n2)cc1
-6,-6,1,4,-7,-1,6,-6,-2,1,CCn1cc(-c2csc(N)n2)c(C)n1
0,-15,0,1,0,3,4,-4,-5,-4,CCOc1ccc(-n2c(SCC(=O)Nc3ccc(C(=O)O)cc3)nc3ccccc3c2=O)cc1
1,13,-13,8,-5,-2,1,-28,4,-3,Nc1nc(Nc2ccccc2F)sc1C(=O)c1ccccc1
7,7,4,5,-6,1,1,2,1,0,O=C(NC(=S)NCc1ccccc1)C1CC1
-8,-3,-1,-4,6,0,1,7,-2,7,Cc1c(Cl)cccc1NC(=O)C1CCN(S(C)(=O)=O)CC1
6,0,-1,-1,-1,0,6,-6,1,-1,COc1cc(OC)cc(C(=O)NC(=S)NNC(=O)[C@H]2C[C@@H]2c2ccccc2)c1
-2,6,-47,4,8,-4,-55,-63,-16,13,CC1CCN(c2nc(-c3ccco3)c3c(c2C#N)CC(C)(C)OC3)CC1
0,-5,0,11,-5,2,-6,0,-4,11,O=C(NC1CCCCC1)C(=S)NCCc1ccccc1
2,-2,0,1,-3,-2,0,-2,-2,9,COc1c(Cl)cc(Cl)cc1CNc1ccc(S(N)(=O)=O)cc1
-4,-5,1,-2,-14,1,0,3,-1,5,CCCOc1ccc(N2C(=O)CC(N(CCc3ccc(OC)cc3)C(=O)/C=C/C(=O)O)C2=O)cc1 (stereo not drawn)
2,15,-4,-13,9,-3,2,-1,-3,3,Cc1ccc(CN2CC(C(=O)Nc3cccc(C)n3)CC2=O)cc1 (stereo not drawn)
10,2,-1,-2,37*,-2,-7,1,2,9,O=C1CCn2c1c(O)c1ccccc1c2=O
6,4,-17,-2,-12,1,-19,-30,-5,6,CCOc1ccc(-c2ccc(C3=CC(=O)C[C@H](c4ccc(F)cc4)C3)cc2)cc1
4,5,1,2,10,3,2,-1,-4,0,Cc1ccccc1OCC(=O)Nc1cc(S(=O)(=O)N2CCCCC2)ccc1N1CCN(C)CC1
1,5,-1,0,13,2,1,-2,-2,-13,CCC(OC(C)=O)c1cc2c(cc1[N+](=O)[O-])OCCO2 (stereo not drawn)
-8,-3,-103,-3,-3,9,-7,-112,-3,1,CC1=C(C(=O)OC2CCCC2)C(c2ccc(C)o2)C2=C(CC(c3cccs3)CC2=O)N1 (stereo not drawn)
0,-2,-23,0,5,9,-47,-32,-16,-2,CCC(C(=O)NC1CCCC1)N(Cc1ccccc1Cl)C(=O)c1snc(C(N)=O)c1N (stereo not drawn)
-5,2,3,5,-14,2,8,4,2,-1,Cc1nc2ccc(S(=O)(=O)N(C)CC(=O)Nc3ccccc3F)cc2s1
5,1,-2,5,2,4,-4,-1,-4,1,COc1ccc(-n2c(C)cc(C(=O)CN3CCCCC3)c2C)cc1
6,-3,2,4,-4,3,-3,0,-6,-12,CCCSc1nc2c(=O)[nH][nH]c(=O)c2n1Cc1ccccc1
-12,-8,9,-24,-4,2,39*,4,14*,4,COc1cccc(CN(Cc2ccco2)S(=O)(=O)c2ccc(S(=O)(=O)NCc3ccccc3)cc2)c1OC
-2,10,-2,-2,4,3,-5,-13,-1,11,O=S(=O)(NCCCc1ccccc1)c1ccc(Br)cc1
10,-1,3,-1,0,3,-14,-7,-3,5,Cn1c(SCC(=O)NCc2ccco2)nnc1C1CC1
7,-2,-3,3,-3,-2,-8,3,-5,-4,CC(C)=CC(=O)Nc1nnc(-c2cccnc2)s1

# Quoted at random: 5 entries already listed.
Tn6 DDE FP,TDP2 absorb,PLC-gamma1 inh,SIAE inh,ASAP1 inh,DDE Tn7 FP inh,ADAM10 inh,PLC-beta3 inh,ADAM17 inh,ARFGAP1 inhibitor,Molecule
5,5,2,2,8,-7,-7,3,-2,18,COCOc1ccc(C=O)c(O)c1
7,-2,-3,3,-3,-2,-8,3,-5,-4,CC(C)=CC(=O)Nc1nnc(-c2cccnc2)s1
7,7,4,5,-6,1,1,2,1,0,O=C(NC(=S)NCc1ccccc1)C1CC1
-7,12,-2,4,-3,9,5,-12,-1,0,Cc1cc(N2C(=O)C(O)=C(C(=O)c3ccco3)C2c2ccc([N+](=O)[O-])cc2)no1 (stereo not drawn)
4,5,1,2,10,3,2,-1,-4,0,Cc1ccccc1OCC(=O)Nc1cc(S(=O)(=O)N2CCCCC2)ccc1N1CCN(C)CC1

# Following part.
Tn6 DDE FP,TDP2 absorb,PLC-gamma1 inh,SIAE inh,ASAP1 inh,DDE Tn7 FP inh,ADAM10 inh,PLC-beta3 inh,ADAM17 inh,ARFGAP1 inhibitor,Molecule
-7,15,2,1,-8,-3,4,-5,2,-4,Cc1ccccc1CNC(=O)CCCC(=O)n1nc(C)c2ccccc21
3,14,3,8,-7,1,2,-2,0,3,O=C(C1CCN(S(=O)(=O)c2ccc(Cl)cc2)CC1)N1CCC1
-1,9,0,-9,11,-6,-1,1,1,12,CC(=O)N(c1ccc(N(C(C)=O)S(=O)(=O)c2ccccc2)cc1)S(=O)(=O)c1ccccc1
-11,3,-9,1,-8,-4,-7,-13,-4,15,CCOc1cc(/C=C2\SC(N)=NC2=O)ccc1O
3,-9,0,-1,5,5,2,-5,-3,-7,c1ccc(-c2noc(C3CCCCC3)n2)nc1
-3,17,-63,-11,2,2,-356,-93,-132,-6,C[C@@H](NC(=O)c1cc2c([nH]c3ccccc32)c(-c2ccccc2)n1)C(=O)O
8,7,0,-2,10,-2,2,3,-1,1,Cc1ccc(C(=O)Nc2cc([N+](=O)[O-])ccc2C)cc1
-5,-3,-3,3,0,-2,9,-2,3,13,Oc1c(C(c2ccco2)N2CCN(C(c3ccccc3)c3ccccc3)CC2)sc2ncnn12 (stereo not drawn)
3,1,0,-7,-2,8,4,-1,0,-16,CCCN(CCC)S(=O)(=O)c1cc(Br)cc2c1N(C(=O)CC)CC2
-2,-9,0,1,-8,2,-9,-1,-2,-7,COc1ccc(-c2c(C)n([O-])c3c([n+]2=O)CCCCC3)cc1
4,-7,1,5,6,4,-2,0,3,1,CCc1ccc(C(C(=O)NCc2ccccc2)N(C(=O)c2csnn2)C2CC2)cc1 (stereo not drawn)
-3,-9,-228,-4,-7,4,i,-248,i,2,O=C(Nc1ccc(-c2nc3cccnc3s2)cc1)C1CCCO1 (stereo not drawn)
3,-8,-1,-4,-7,12,2,-6,-1,-2,CC1=C(C(=O)Nc2ccccc2C(=O)NCCCOC(C)C)SCCO1
-2,-1,-3,-2,6,-9,-18,-1,-3,7,CCn1c(SCC(=O)NC2CC2)nnc1-c1ccccc1OC
1,-1,1,1,8,-5,3,0,1,-6,CCOC(=O)c1ccc(NC(=O)CSc2nnc(COc3ccccc3OC)n2C)cc1
-3,-10,-13,-8,9,-2,-12,-23,-10,8,CCN(CC)CCN1C(=O)C(O)=C(C(C)=O)C1c1ccccc1[N+](=O)[O-] (stereo not drawn)
4,2,5,-2,-2,-3,3,1,2,14,COc1cc(/C=C/C(=O)O)cc(S(=O)(=O)Nc2ccccc2Cl)c1OC
-4,5,-1,3,2,2,3,0,-3,3,Cc1cc(C)c(C#N)c(SCc2c(F)cccc2[N+](=O)[O-])n1
8,-8,5,-1,5,-11,7,-6,4,3,C=CCN1C(=O)/C(=C/C(=O)OC)S/C1=N\NC(=O)c1ccccc1
4,2,4,0,/,4,-3,2,-6,/,COc1ccc(CN2C(C(=O)NC3CCCC3)CSCCS2(=O)=O)cc1 (stereo not drawn)
-7,5,5,1,-15,1,16,3,0,11,C/C(=N\NC(=O)c1ccn(C)n1)c1ccc(NC(=O)c2cccc(F)c2)cc1
3,2,2,2,-12,-2,0,0,0,8,COc1cc(NC(=O)C2CCC(=O)N2S(=O)(=O)c2ccc(C)cc2)cc(OC)c1 (stereo not drawn)
-4,-2,2,-2,-9,-8,-3,-4,-4,2,O=C(NCCCN=C1NS(=O)(=O)c2ccccc21)c1ccccc1Cl
0,0,-2,8,/,2,-4,-2,-4,/,C[C@@H]1CCCN1c1ccc2c(c1)O[C@@H]1CCN(C1)S2(=O)=O
-4,3,-1,5,6,10,1,-6,-3,7,CCn1c(SC(C)C(=O)Nc2nnc(C)s2)nnc1-c1ccco1 (stereo not drawn)
